# Source: PubChem (NCI)
# NCI-60 one-dose screen, 48 h, at 10 µM unless noted. Numbers give growth in % (100 = growth as untreated, 0 = no growth, -100 = all killed).
# NCI/ADR-RES – NCI/ADR-RES ovarian cells; AID 1794790; actives 4.4% (n = 81,000)
# NCI-H226 – NCI-H226 lung cancer. actives 3.5% (n = 79,000). AID 1794732
# HCT-116 – HCT-116 colon cancer; actives 7.3% (n = 82,000)
# NCI-H322M – NCI-H322M lung cancer; AID 1794733; actives 2.7% (n = 80,000)
# HT29 – HT29 colon cancer; actives 7.4% (n = 81,000); AID 1794748
# COLO 205 – COLO 205 colon cancer | actives 7.3% (n = 79,000)
# HCT-15 – HCT-15 colon cancer. actives 5.2% (n = 82,000). AID 1794746
# NCI-H460 – NCI-H460 lung cancer; actives 6.8% (n = 82,000); AID 1794736
# NCI-H522 – NCI-H522 lung cancer. actives 8% (n = 78,000). AID 1794739
# An asterisk follows results filed as active; · = no result given; & = joins results of further samples; [ ] = dose if it differs, or a comment. How the source made its calls: active means growth percent below 10; inactive means the rest.
SMILES,NCI/ADR-RES,NCI-H226,HCT-116,NCI-H322M,HT29,COLO 205,HCT-15,NCI-H460,NCI-H522
O=C(Nc1ccccn1)c1c(Cl)nc2n1CCS2(=O)=O,115,109,105,104,113,131,111,119,97
Cc1cc(O)cc(C)c1SC#N,104,101,30,·,87,102,86,112,18
Cc1[nH]c2ccccc2c1C(C[N+](=O)[O-])c1ccccc1F (stereo not drawn),90,94,97,99,97,116,91,100,83
Fc1ccc(-c2cnnn2-c2nonc2-n2cccc2)cc1,93,89,95,·,94,97,94,98,87
CCOC(=O)/C=C\C(=O)O,107,100,104,99,106,106,104,112,89
O=C1C=C(C(O)c2ccccc2O)C(=O)c2ccccc21 (stereo not drawn),99,89,105,91,96,102,107,112,88
CC(C)CNC(=O)C1(N2C(=O)c3ccccc3C2=O)CCCC1,108,102,108,99,111,112,104,109,·
CCOC(=O)CC1CSC(Cc2cccc(F)c2)=N1 (stereo not drawn),105,100,104,104,106,111,108,111,92
Cc1cc(=O)n(C(=O)Nc2ccc(C(F)(F)F)cc2)c2cc(O)ccc12,106,102,103,99,111,117,105,104,99
O=[N+]([O-])c1ccc(N=Nc2c(S(=O)(=O)O)cc3cc(S(=O)(=O)O)ccc3c2O)c([N+](=O)[O-])c1,104,91,109,102,110,92,111,99,97
CCOC(=O)C1CCC(=O)C1 (stereo not drawn),105,·,98,104,88,93,121,107,81
O=C(NOC1OC(CO)C(O)C(O)C1O)Nc1ccccc1 (stereo not drawn),109,91,105,101,105,96,109,103,85
Cc1ccc(C(=O)c2ccccc2C(=O)O)cc1,100,115,88,122,109,130,90,110,107
COc1ccc(N2CCN(CC(=O)N3CCN(c4nnc(-c5ccc(Cl)cc5)c(-c5ccc(Cl)cc5)n4)CC3)CC2)cc1,62,58,29,69,41,86,45,52,·
Cc1ccc2c(c1)/C(=N/c1nc(-c3ccc(O)cc3)cs1)C(=O)N2,104,89,85,94,75,109,110,108,61
CSc1nc2c(=S)[nH]c(=S)[nH]c2s1,103,109,96,131,·,111,102,117,88
COC(=O)c1cccc2c(C(=O)O)cc(-c3ccccc3)nc12,107,93,104,104,97,116,113,106,88
Cc1ccc(S(=O)(=O)NC2c3ccccc3Oc3ccccc32)cc1,94,89,100,89,90,92,95,99,31
CC(C)(C)n1cc(-c2ccnc(NCCNS(=O)(=O)c3ccc(F)cc3)c2)c(-c2cccc(O)c2)n1,62,50,37,72,16,-3.0*,9.0*,30,50
COC(=O)C(C)CN1CCCCCC1 (stereo not drawn),107,99,100,111,99,96,99,107,·
COc1cc[n+]([O-])cc1,108,109,96,102,108,111,98,112,94
COC(=O)c1ccc2[nH]c(O)c(C(=Nc3ccc(N(C)C(=O)CN4CCN(C)CC4)cc3)c3ccc(N)cc3)c2c1,113,56,41,77,43,41,99,105,75
Cc1nc(Cl)cc(N(c2cc(Cl)nc(C)n2)c2ncc(C(=O)Nc3c(C)cccc3Cl)s2)n1,59,59,19,52,20,68,59,60,54
CC1=NN(c2cn3c(-c4ccc(Cl)cc4)csc3n2)C(=O)C1,100,95,97,100,86,103,89,103,85
Cc1csc(/N=C(N)/N=C(\N)c2ccccc2)n1,104,103,106,106,110,114,98,104,97
COc1ccc(C(=O)CSc2nccc(Nc3cccc(C(C)=O)c3)n2)cc1,60,65,77,·,89,97,78,86,63
NC(=O)C1Cc2ccccc2CN1C(=O)c1ccc2ccccc2c1 (stereo not drawn),93[50 µM],81[50 µM],106[50 µM],115[50 µM],110[50 µM],119[50 µM],95[50 µM],101[50 µM],89[50 µM]
O=C(O)c1ccc(Br)cc1,109,100,110,111,107,121,110,110,102
CC(C)C1CCC(C)C(C2(C#N)C(N)=NC(N)=C2C#N)C1=O (stereo not drawn),97,100,99,99,96,100,101,105,89
CCCCOC(=O)c1ccccc1,106,101,109,100,102,120,105,102,117
OCC1CCC(O)C(CO)N1 (stereo not drawn),118,104,102,113,108,95,94,107,103
CC(=O)N[C@]1(C)CCC2C[C@H]1C(C)=NC2(C)C,94,·,·,·,·,·,·,·,97
O=c1[nH]nc(-c2ccc(Br)cc2)c2sc(NC(=S)Nc3ccc(Cl)cc3)nc12,80,94,97,95,94,124,103,102,94
CCCCc1ccc(Nc2ccc(Nc3ccc(CCCC)cc3S(=O)(=O)O)c3c2C(=O)c2ccccc2C3=O)c(S(=O)(=O)O)c1,107,80,106,96,113,101,104,104,65
COc1ccccc1Oc1ccc(N=Cc2ccc(C)cc2)cc1,102,96,102,101,105,118,96,105,91
COc1ccc(/C=C/C(=O)c2ccc(NC(=O)CSc3nnc(-c4ccc(OC)c(OC)c4)n3-c3ccccc3)cc2)cc1,57,81,-86*,99,44,27,4.4*,91,-61*
CC(=O)O[C@]1(C(C)=O)CCC2C3C[C@H](C)C4=CC(=O)CC[C@]4(C)C3CC[C@@]21C (stereo partly drawn),80,74,84,96,88,104,92,103,75
COc1ccc(-c2noc(N)c2-c2cc(OC)c3c(c2)OCO3)cc1,9.7*,86,20,58,7.2*,12,21,16,-23*
O=C(NC(=S)Nc1cccc(F)c1)c1cccc([N+](=O)[O-])c1,100,87,83,110,103,·,95,105,64
CCOC(=O)c1cc2ccc(OCC(=O)N3CCOCC3)cc2oc1=O,116,94,102,101,98,108,106,106,89
N#CCCOCCOC(=O)Nc1cccc(Cl)c1,113,117,107,99,97,123,100,112,88
CCc1ccc(S(N)(=O)=O)cc1,113,93,97,101,110,106,101,103,104
COc1ccc(-c2cc(-c3cccn3C)c(C#N)c3nnc(C)n23)cc1OC,98,84,93,113,102,106,107,99,92
Nc1ccc(NC(=O)c2cccc(N)c2)cc1,111,99,94,95,105,114,101,101,·
Nc1cccc(-c2nc(N3CCOCC3)c3c4c(sc3n2)CCCC4)c1,92,84,94,92,101,101,90,79,87
CC(=O)Nc1ccc(S(=O)(=O)Nc2ccc(-c3ccc4c(c3)NC(=O)/C4=C\c3ccc[nH]3)cc2)cc1,107,85,87,65,118,97,98,39,75
O=C(NC1CC1)c1cnn2c1NC(c1ccc(F)cc1)C2 (stereo not drawn),110,·,91,102,106,·,100,104,95
C/C(=N\O)[C@H]1CC[C@H]2[C@@H]3CCC4=C/C(=N/O)CC[C@]4(C)[C@H]3C(=O)C[C@]12C,98,95,88,114,86,100,88,101,86
COc1ccc(C(C)=O)cc1N,98,98,95,105,94,102,95,112,87
COc1ccc2[nH]c(O)c(N=NC(=O)c3cc(-c4ccc(OC)c(OC)c4)nc4ccccc34)c2c1,98,91,129,96,108,108,99,124,99

# Further compounds.
SMILES,NCI/ADR-RES,NCI-H226,HCT-116,NCI-H322M,HT29,COLO 205,HCT-15,NCI-H460,NCI-H522
CCSc1ccnc(SCC)n1,103,102,104,83,106,107,99,111,90
Cc1ccc(S(=O)(=O)OC2CCN(C(=O)OCc3ccccc3)CC2)cc1,90,90,94,103,119,107,102,106,109
C#CCC1(CCC2OCCO2)NS(=O)(=O)c2ccccc21 (stereo not drawn),98,103,89,101,94,89,97,109,88
Fc1ccc(-c2cn3c(-c4c[nH]c5ccccc45)csc3n2)cc1,48,82,88,90,103,99,38,90,85
CS(=O)(=O)N1CCN(S(=O)(=O)c2oc(-c3ccccc3)nc2C#N)CC1,101,91,88,101,88,106,47,103,35
COc1cccc(C(=O)C(CCC#N)c2ccccc2)c1 (stereo not drawn),99,108,95,112,96,115,105,108,100
COc1nc(Cl)nc(Cl)n1,111,108,103,119,113,126,107,108,107
COc1ccc(-n2c(=O)sc3c(=O)[nH]c(C)nc32)c(OC)c1,99,92,95,93,102,103,105,104,94
CCC(=O)C1C(=O)c2ccccc2C1=O,106,104,107,102,100,122,113,115,87
COc1ccc(-c2nn(-c3ccccc3)cc2/C=C/C(=O)C(=O)O)cc1,106,118,100,87,118,122,107,113,101
CC(C)c1ccc2c(N)c(C(=O)Nc3cccc(C(F)(F)F)c3)sc2n1,72,69,81,81,29,48,-0.9*,68,49
O=C1C(=O)c2cccnc2-c2ncccc21,-96*,-29*,-100*,20,-63*,-89*,-21*,-57*,5.2*
CCOC(=O)c1sc2ncccc2c1-n1nnc(C#N)c1N,111,100,101,110,105,120,115,121,98
CNC(=O)c1cc(Oc2ccc3nc(NC(=O)c4cc(Cl)cc(Cl)c4)sc3c2)ccn1,75,84,90,91,96,108,69,88,61
C=C1CCC2C3(C)COC(c4ccc(OC)cc4Br)OC3CCC2(C)C1/C=C/C1=CCOC1=O (stereo not drawn),69,63,54,98,76,118,66,65,64
CC1(C)CC[C@]23CC[C@]4(C)[C@H](CC[C@@H]5[C@@]6(C)CCCNC(C)(C)[C@@H]6CC[C@]54C)[C@H]2[C@H]1OC3,-20*,35,-99*,-21*,-49*,-68*,-64*,-61*,9.4*
Nc1nc2ccccc2c2c1S(=O)(=O)c1ccc(Cl)cc1C2=O,25,63,1.1*,63,7.0*,-18*,2.0*,23,-73*
COc1ccc(-c2nc(SCc3cc(=O)oc4ccc(C)cc34)[nH]c(=O)c2C(=O)NC(C)(C)C)cc1,97,107,89,99,112,104,103,108,94
CN(C)c1nc2c(N)ncnc2n1C1OC(CO)C(O)C1O (stereo not drawn),114,104,105,122,·,108,104,121,108
NS(=O)(=O)c1ccc(NC(=O)Nc2cnn(-c3ccc(S(N)(=O)=O)cc3)c2-c2ccccc2)cc1,106,105,90,89,94,118,103,103,99
COc1ccc(OC)c(-n2cc(C#N)c(N)c2C(=O)c2ccc(Br)cc2)c1,101,103,99,93,92,111,92,103,89
O=[N+]([O-])c1ccc(/C=C/c2ccc([N+](=O)[O-])cc2S(=O)(=O)O)c(S(=O)(=O)O)c1,·,95&98,96&104,102&114,101&113,99,97&100,105&108,97
O=C(Cn1ccnc1[N+](=O)[O-])NCc1ccccc1,97,110,109,104,·,105,103,106,97
Cc1c(Cc2ccc(F)cc2)sc2nc(=O)c3cn(C)nc3n12,107,105,92,89,104,116,109,107,89
SCCc1ccncc1,99,106,101,105,97,96,105,94,89
Cc1nn(-c2ccc([N+](=O)[O-])cc2)c(C)c1N=Nc1ccc(Br)cc1,108,101,93,96,77,107,101,102,69
Oc1nc(Nc2nccs2)sc1/C=c1\ccc2c(c1)N=CC=2,43,91,43,70,84,72,31,25,80
Cc1ccc(Oc2nc3ccccc3cc2-c2nnc(COc3ccccc3)o2)cc1,95,93,94,107,104,102,93,102,96
CC(=O)CC(=O)Nc1ccccc1NC(=O)CC(C)=O,96,102,100,100,·,83,98,94,100
C#CC(C)(C)OC(C)=O,103,109,106,105,111,104,106,110,101

# Arranged by length of the SMILES (smallest number first): 14 of the compounds above.
SMILES,NCI/ADR-RES,NCI-H226,HCT-116,NCI-H322M,HT29,COLO 205,HCT-15,NCI-H460,NCI-H522
SCCc1ccncc1,99,106,101,105,97,96,105,94,89
CC(=O)CC(=O)Nc1ccccc1NC(=O)CC(C)=O,96,102,100,100,·,83,98,94,100
O=C(Cn1ccnc1[N+](=O)[O-])NCc1ccccc1,97,110,109,104,·,105,103,106,97
Oc1nc(Nc2nccs2)sc1/C=c1\ccc2c(c1)N=CC=2,43,91,43,70,84,72,31,25,80
Cc1c(Cc2ccc(F)cc2)sc2nc(=O)c3cn(C)nc3n12,107,105,92,89,104,116,109,107,89
Nc1nc2ccccc2c2c1S(=O)(=O)c1ccc(Cl)cc1C2=O,25,63,1.1*,63,7.0*,-18*,2.0*,23,-73*
COc1ccc(OC)c(-n2cc(C#N)c(N)c2C(=O)c2ccc(Br)cc2)c1,101,103,99,93,92,111,92,103,89
Cc1nn(-c2ccc([N+](=O)[O-])cc2)c(C)c1N=Nc1ccc(Br)cc1,108,101,93,96,77,107,101,102,69
CNC(=O)c1cc(Oc2ccc3nc(NC(=O)c4cc(Cl)cc(Cl)c4)sc3c2)ccn1,75,84,90,91,96,108,69,88,61
C=C1CCC2C3(C)COC(c4ccc(OC)cc4Br)OC3CCC2(C)C1/C=C/C1=CCOC1=O (stereo not drawn),69,63,54,98,76,118,66,65,64
NS(=O)(=O)c1ccc(NC(=O)Nc2cnn(-c3ccc(S(N)(=O)=O)cc3)c2-c2ccccc2)cc1,106,105,90,89,94,118,103,103,99
COc1ccc(-c2nc(SCc3cc(=O)oc4ccc(C)cc34)[nH]c(=O)c2C(=O)NC(C)(C)C)cc1,97,107,89,99,112,104,103,108,94
O=[N+]([O-])c1ccc(/C=C/c2ccc([N+](=O)[O-])cc2S(=O)(=O)O)c(S(=O)(=O)O)c1,·,95&98,96&104,102&114,101&113,99,97&100,105&108,97
CC1(C)CC[C@]23CC[C@]4(C)[C@H](CC[C@@H]5[C@@]6(C)CCCNC(C)(C)[C@@H]6CC[C@]54C)[C@H]2[C@H]1OC3,-20*,35,-99*,-21*,-49*,-68*,-64*,-61*,9.4*

# Other records
SMILES,NCI/ADR-RES,NCI-H226,HCT-116,NCI-H322M,HT29,COLO 205,HCT-15,NCI-H460,NCI-H522
COc1ccc2c(c1)oc1c(C)c3c(c(C)c12)C(=O)N(O)C3=O,117,97,94,99,66,97,103,100,89
Cc1nc(NCCCN2CCOCC2)c2cnn(-c3ccccc3)c2n1,104,91,98,83,106,100,117,99,·
C=C1C(=O)O[C@H]2[C@H]1CC/C(COC(=O)c1cc3cc(OC)ccc3[nH]1)=C\CC[C@@]1(C)O[C@@H]21,-0.4*,-68*,-95*,-51*,-83*,-71*,-43*,-37*,-91*
CCOP(=O)(OCC)OC[C@]12CCC(C)(C)CC1C1=CC[C@@H]3[C@@]4(C)CCCNC(C)(C)[C@@H]4CC[C@@]3(C)[C@]1(C)CC2 (stereo partly drawn),74,89,20,96,42,3.1*,44,55,90
COC(=O)CCC(C)C1CCC2C3C(OC(C)=O)CC4CC(O)CCC4(C)C3CC(O)C12C (stereo not drawn),99,111,104,96,111,111,110,108,104
CN(C)c1ccc(C(=O)Nn2c(N)cc3ccccc3c2=O)cc1,98,82,69,92,100,72,99,97,93
COc1ccc(-c2nc(SCC(=O)NCCc3ccc(S(N)(=O)=O)cc3)[nH]c(=O)c2C#N)cc1,106,103,99,100,111,116,105,107,101
Cc1cc(N2CCOCC2)nc(-n2cnc3c(N)nc(N)nc32)n1,92,106,92,90,98,98,98,99,109
